# Screens deposited in PubChem BioAssay by several laboratories.
# GSK3B inh: human GSK3beta kinase inhibition; P49841; GST-GSK3beta kinase, ADP-Glo luminescence, 60 min; active compounds read low; activity score (negative = inhibition), % at 10 µM; 300,000 tested, 0.038% active;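 active means more than half of replicate wells score below -50%, meaning over 50% inhibition versus plate controls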;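 further: 0% = median DMSO wells and -100% = median GW8510 positive control wells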
#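 Test system: GST-fused GSK3beta enzyme, cell-free | Quantity: 1.6 ng GST-GSK3beta enzyme per well | Reagent: 25 µM ATP with peptide substrate | Schedule: 60 min enzyme reaction, room temperature | Signal: Luminescent ADP-Glo measurement of ADP formed | Read-out basis: Score relative to plate controls | Control set: DMSO and 20 µM GW8510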
# RGS4 pot: RGS4 potentiation or activation | 310,000 tested, 0.92% active | B-score at 10 µM | HEK293 M3R/inducible RGS4, carbachol calcium flux Fluo4; active compounds read low | AID 463111;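 active means B-score of the integrated calcium signal more than 4 SD below the library mean, with starting fluorescence not abnormally high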;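 further: negative B-score means reduced calcium response which marks RGS4 activation or potentiation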
#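 test system = M3R-expressing HEK293 line, RGS4 induced by doxycycline | probe or stimulus = carbachol at ECmax as muscarinic agonist stimulus | timing = dye loading 30 min 37 °C, buffer rest 30 min RT | signal = calcium dye Fluo4 fluorescence | evaluation = B score from integrated fluorescence ratio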
# KCNQ1 block: inhibitors of human KCNQ1 potassium channel. AID 2642. B-score at 10 µM. CHO-K1 KCNQ1, FluxOR thallium flux fluorescence; active compounds read high. 310,000 tested, 1.3% active;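 active means compounds whose thallium flux B-score, printed positive for inhibition, exceeds three library SD while starting fluorescence stays within three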;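 further: channel opened by potassium depolarization with thallium stimulus after 20 min compound exposure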
# KCNK3 inh: human KCNK3 channel inhibition, primary screen | B-score at 10 µM | CHO-KCNK3 thallium flux, FluxOR fluorescence; active compounds read low | 340,000 tested, 0.84% active;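 active means B-score under library mean minus 4 SD, starting fluorescence ratio at most library mean plus 5 SD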;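 further: more negative B-score means stronger inhibition of thallium flux through KCNK3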
# PolyA inhibitor: blocks polyadenylation in yeast reporter cells | 300,000 tested, 0.02% active | calls only at 12 µM | S. cerevisiae SKY197-pL101 polyadenylation reporter, beta-gal luminescence; efflux-impaired pdr1/pdr3 knockout yeast; score 100 = 6 SD above DMSO;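 active means lowest replicate activity score at least 50, where 100 means six control SD above control mean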;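 further: yeast exposed to compound for 9 h at 30 °C; higher score means more reporter readthrough which indicates perturbed polyadenylation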
# hERG protect: shields human hERG channel from block by proarrhythmic agents | CHO-hERG, FluxOR thallium flux, dofetilide IC70 present | 310,000 tested, 0.51% active | activation (rescue from dofetilide block), less the hit threshold, % at 10 µM | AID 1511;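 active means activation above the mean of controls blocked by dofetilide plus 5 SD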;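 further: thallium influx through hERG after potassium depolarization seen as dye fluorescence rise; in these data hits start at about 4.7%; inactives centre near -7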
# Target sequence (Q12809 whole entry, looked up): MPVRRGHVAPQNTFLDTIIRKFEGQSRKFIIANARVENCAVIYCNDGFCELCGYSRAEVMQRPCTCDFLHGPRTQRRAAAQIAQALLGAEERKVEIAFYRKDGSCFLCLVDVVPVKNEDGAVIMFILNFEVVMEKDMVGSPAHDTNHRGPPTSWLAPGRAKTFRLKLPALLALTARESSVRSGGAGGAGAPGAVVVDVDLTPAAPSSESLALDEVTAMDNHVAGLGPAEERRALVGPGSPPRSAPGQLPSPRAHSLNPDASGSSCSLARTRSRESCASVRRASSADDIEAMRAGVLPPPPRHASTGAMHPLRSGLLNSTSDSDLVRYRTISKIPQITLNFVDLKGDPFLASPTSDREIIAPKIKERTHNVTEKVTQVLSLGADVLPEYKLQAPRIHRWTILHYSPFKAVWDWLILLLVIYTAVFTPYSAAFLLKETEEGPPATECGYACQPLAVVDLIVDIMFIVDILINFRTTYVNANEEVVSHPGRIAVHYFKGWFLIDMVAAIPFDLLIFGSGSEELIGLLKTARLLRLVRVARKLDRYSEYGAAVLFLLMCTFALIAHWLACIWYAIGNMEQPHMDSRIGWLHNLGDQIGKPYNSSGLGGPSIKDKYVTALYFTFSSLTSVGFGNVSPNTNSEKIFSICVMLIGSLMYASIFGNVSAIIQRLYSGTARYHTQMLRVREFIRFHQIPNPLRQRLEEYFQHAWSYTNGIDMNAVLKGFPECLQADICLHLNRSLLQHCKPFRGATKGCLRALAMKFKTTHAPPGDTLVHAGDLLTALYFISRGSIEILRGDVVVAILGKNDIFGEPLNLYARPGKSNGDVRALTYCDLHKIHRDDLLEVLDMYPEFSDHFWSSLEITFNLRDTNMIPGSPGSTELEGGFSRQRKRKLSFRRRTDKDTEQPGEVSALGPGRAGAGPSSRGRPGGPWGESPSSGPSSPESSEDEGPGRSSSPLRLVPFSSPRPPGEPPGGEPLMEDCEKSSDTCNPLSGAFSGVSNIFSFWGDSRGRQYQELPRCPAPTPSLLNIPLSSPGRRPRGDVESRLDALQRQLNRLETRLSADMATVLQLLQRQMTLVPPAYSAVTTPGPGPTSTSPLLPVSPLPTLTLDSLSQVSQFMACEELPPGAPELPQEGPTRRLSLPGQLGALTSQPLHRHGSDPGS
# KCNQ1 act: potentiates or activates the human KCNQ1 potassium channel. P51787. CHO-K1 KCNQ1, thallium flux FluxOR fluorescence; active compounds read high. B-score at 10 µM. 310,000 tested, 0.35% active. AID 2648;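 active means fluorescence ratio B-score, a plate-corrected score, at least three library SD, with initial intensity B-score within 5 SD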
#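 Medium – assay buffer, equal DMSO in all wells · Material – CHO-K1 cell line with stable KCNQ1 potassium channel expression · Signal – kinetic FluxOR thallium fluorescence, 10-s 1-Hz baseline, 110-s post-stimulus read · Compound – single concentration per compound, DMSO matched to controls · Schedule – 37 °C overnight plating, 90-min dark dye load, 20-min compound pretreatment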
# KCNK9 inh: inhibitors of human KCNK9 two-pore domain potassium channel. HEK293 KCNK9, FluxOR thallium flux fluorescence; active compounds read low. Q9NPC2. 310,000 tested, 1.2% active. B-score at 10 µM;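 active means ratio B-score over 3 SD below the library mean, with starting fluorescence within 5 SD of its mean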;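 further: negative B-score means less thallium flux so channel inhibition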
# RGS4 inh: human RGS4 inhibition | 310,000 tested, 0.45% active | B-score at 10 µM | AID 463165 | HEK293 M3R/RGS4 inducible, Fluo-4 calcium flux; active compounds read high; triggered by carbachol at its EC20 | P49798;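 active means B-score, a plate-corrected calcium signal, over three deviations above library mean, with baseline fluorescence within five deviations of library mean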;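 further: RGS4 expression induced by doxycycline in cells with stable M3 receptor; B-score is computed from the integrated fluorescence ratio over baseline after carbachol; higher B-score means a larger calcium signal and so more RGS4 inhibition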
# DYRK1A inh: Dyrk1A (rat) kinase inhibition; ADP-Glo luminescence, NFATc1 peptide; Q63470; 310,000 tested, 0.43% active; inhibition, % at 12.5 µM; in the data active means inhibition above about 50%;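 further: plate controls were vehicle with enzyme for no effect and no enzyme for full effect; many of its hits are not listed in these tables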
# GSK3 alpha inh: human GSK-3 alpha kinase inhibition; P49840; ADP-Glo luminescence, 60 min; inhibition, % at 10 µM; 320,000 tested, 0.1% active;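 in the data active means inhibition above about 50%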;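 further: GST-tagged GSK-3 alpha with peptide substrate and 25 µM ATP; 0% = DMSO neutral wells and 100% = GW8510 positive control wells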
# Starred values were filed as active, the others as inactive; i = inactive; . = not tested or not shown. The list is partial; rates above refer to the full screens.
SMILES,GSK3B inh,RGS4 pot,KCNQ1 block,KCNK3 inh,PolyA inhibitor,hERG protect,KCNQ1 act,KCNK9 inh,RGS4 inh,DYRK1A inh,GSK3 alpha inh
COC(=O)Cc1ccc(NC(=O)c2ccc(NC(=O)c3ccco3)cc2)cc1,-3,i,i,i,i,-9,i,i,i,-4,2
CCn1c(-c2ccccc2Cl)nn(CC(=O)Nc2ccccc2C)c1=S,-1,i,i,i,i,-5,i,i,i,11,.
COc1ccc(C(=O)N2CCCC(C(=O)O)C2)c2ccccc12 (configuration not stated),2,i,i,i,i,-11,i,i,i,-5,1
c1ccc(C(c2ccccc2)N2CCN(C(c3ccccn3)c3nnnn3C3CCCC3)CC2)cc1 (configuration not stated),1,i,i,i,i,-13,i,-15*,i,1,-1
CCN1CCN(C(=O)c2cc3c(=O)oc4ccc(C)cc4c3s2)CC1,-4,i,i,i,i,-10,i,i,i,7,.
O=C(Nn1cnc2ccccc2c1=O)c1ccccc1[N+](=O)[O-],-1,i,i,i,i,-11,i,i,i,-1,-1
COc1ccccc1OCCSc1nc2ccc([N+](=O)[O-])cc2s1,-1,i,i,i,i,-5,i,i,i,0,-2
COc1ccc(S(=O)(=O)N(C)c2ccc(C(=O)N3CCOCC3)cc2)cc1,2,i,i,i,i,-12,i,i,i,3,-2
Cc1ccc(NC(=O)CCc2c[nH]c3ccccc23)nc1,1,i,i,i,i,-12,i,i,i,7,2
O=S(=O)(O)c1cc(O)c2c(O)c(N=Nc3cc(Cl)ccc3O)c(S(=O)(=O)O)cc2c1,-1,i,i,i,i,-4,i,i,i,10,9
C=CCN(CC(=O)NCc1ccc(OC)cc1)C(=O)c1csnn1,0,i,i,i,i,-16,i,i,i,-1,2
CC(C)(C)c1cc(C2=CSC3=NCCN23)cc(C(C)(C)C)c1O,-3,-8.1*,i,i,i,-16,i,i,i,0,0
Cc1ccc(C(C(=O)NCC2CCCO2)N(C(=O)c2snc(C(N)=O)c2N)c2ccccc2)o1 (configuration not stated),.,i,i,i,i,-12,i,i,i,-2,-1
O=C(CCS(=O)(=O)c1ccccc1)Nc1ccc(S(=O)(=O)Nc2ncccn2)cc1,-2,i,i,i,i,-8,i,i,i,-6,-1
Cc1cc(C)c2sc(N(CCCN(C)C)C(=O)COc3ccc(Cl)cc3)nc2c1,2,i,i,i,i,-13,i,i,i,-5,-2
COCCCN(CCCN)Cc1ccco1,-2,i,i,i,i,-11,i,i,i,2,5
O=C(NC(=O)c1ccccc1)Nc1ccccc1O,1,i,i,i,i,-6,i,i,i,1,-2
COc1ccc(CCn2c(-c3cc([N+](=O)[O-])cc([N+](=O)[O-])c3)nc3nc4ccccc4nc32)cc1OC,-2,i,i,i,i,-8,i,i,i,0,-3
O=C1CCc2cc(S(=O)(=O)NCc3ccc(Cl)cc3)cc3c2N1CC3,2,i,i,i,i,-11,i,i,i,4,1
O=C(Oc1ccc2ccc(=O)oc2c1)c1ccc([N+](=O)[O-])cc1,-2,i,i,i,i,-11,i,-15*,i,-4,-1
Cc1ccnc(NS(=O)(=O)c2ccc(NC(=O)C(C)(C)C)cc2)n1,1,i,i,i,i,-6,i,i,i,14,-2
O=C(CCS(=O)(=O)c1ccccc1)N1CCCc2ccccc21,0,i,i,i,i,-6,i,i,i,-6,2
CC(=O)Nc1ccc(CN2CCN(C3CCCC3)C(CCO)C2)cc1 (configuration not stated),-4,-8*,i,i,i,-10,i,i,i,-1,0
Oc1[nH]c2ccccc2c1/C=N/c1nccs1,-9,i,i,i,i,-12,i,i,i,4,14
COc1ccc(Cl)c2sc(N3CCN(C(C)=O)CC3)nc12,1,i,i,i,.,-8,i,i,i,-4,1
CCN1C(=O)c2ccccc2Sc2ccc(C(=O)NCCC(C)C)cc21,1,i,i,i,i,-6,i,i,i,2,0
Clc1cc(Br)ccc1OCCn1ccnc1,-1,i,i,i,i,-11,i,i,i,12,-3
NC(Cc1ccc2nsnc2c1)C(=O)O (configuration not stated),3,i,i,i,i,-14,i,i,i,-5,2
Cn1c(SCc2ccccn2)nnc1-c1ccncc1,-23,i,i,i,i,-3,i,i,i,1,.
COc1ccc(C(=O)N/C(=C\c2ccc(OC)c(OC)c2)C(=O)N2CCCCC2)cc1,2,i,i,i,i,-9,i,i,i,0,-1

# Part of the list above, limited to KCNK3 inh, KCNQ1 act and hERG protect.
compound | KCNK3 inh | KCNQ1 act | hERG protect
Cc1ccc(C(C(=O)NCC2CCCO2)N(C(=O)c2snc(C(N)=O)c2N)c2ccccc2)o1 (configuration not stated) | i | i | -12
O=C(CCS(=O)(=O)c1ccccc1)Nc1ccc(S(=O)(=O)Nc2ncccn2)cc1 | i | i | -8
Cc1cc(C)c2sc(N(CCCN(C)C)C(=O)COc3ccc(Cl)cc3)nc2c1 | i | i | -13

# Additional compounds follow:
SMILES,GSK3B inh,RGS4 pot,KCNQ1 block,KCNK3 inh,PolyA inhibitor,hERG protect,KCNQ1 act,KCNK9 inh,RGS4 inh,DYRK1A inh,GSK3 alpha inh
CC1SCC(NC(=O)c2ccccc2Cl)CS1 (configuration not stated),1,i,i,i,i,-8,i,i,i,.,-1
CCOc1ccc(NC(=O)CSc2ccc(-c3ccccn3)nn2)cc1,-3,i,i,i,i,-4,i,i,i,0,.
CCCCOc1ccc(-c2c(C(=O)Nc3ccccc3)c(C)[nH]c(=S)c2C#N)cc1,1,i,i,i,i,-19,i,i,i,-7,.
CSc1cccc(NC(=O)CN(C)S(=O)(=O)c2ccc(C)cc2)c1,3,i,i,i,i,-5,i,i,i,6,0
O=C1c2cccc(OCc3ccc(F)cc3)c2CCN1Cc1ccc(F)cc1,-3,i,6*,i,i,-17,i,-15*,i,1,-1
CCN(C(=O)c1cccc(S(=O)(=O)N(C)C)c1)C12CC3CC(CC(C3)C1)C2,-3,i,i,i,i,-8,i,i,i,0,-4
O=C(NC(=S)N1CCN(c2ccc(Cl)cc2[N+](=O)[O-])CC1)c1cccs1,2,i,i,i,i,6.3*,20*,i,i,.,-2
Cc1cccc(NC(=O)Nc2cccc(C)n2)n1,-3,i,i,i,i,-5,i,i,i,37,0
Cc1ccc(C(=O)C2=C(O)C(=O)N(Cc3ccco3)C2c2ccc(N(C)C)cc2)o1 (configuration not stated),-1,i,i,i,i,-15,i,i,i,-4,1
CCOc1ccccc1NC(=S)N1C2CCC1CC(NC(=O)NC13CC4CC(CC(C4)C1)C3)C2 (configuration not stated),3,i,i,i,i,-3,i,i,i,1,3
COc1ccc(C(=O)C2CCCN(C(=O)C3CCOCC3)C2)c(C)c1 (configuration not stated),4,i,i,i,i,-6,i,i,i,4,0
COc1ccccc1-n1cc([C@@H]2C[C@H]3CN(c4ccccc4)C(=O)[C@]34CCCN24)cn1,-1,i,i,i,i,-6,i,i,i,-1,-2
CCOC(=O)c1c2c([nH]c(=S)c1C#N)CCCC2,0,i,i,i,i,-8,i,i,i,.,-3
CC1(C)Cc2nc3oc4c(=S)nc[nH]c4c3cc2CO1,-18,i,i,i,i,-10,i,i,i,-4,38
COc1ccc(C2c3cc(OC)c(OC)cc3CCN2S(C)(=O)=O)cc1OC (configuration not stated),3,i,i,i,.,-10,i,i,i,-1,.
N#Cc1c(NC(=O)C2CCCO2)sc2c1CCCCCC2 (configuration not stated),-2,i,i,i,i,-8,i,i,i,13,1
c1cncc(N=c2scc(-c3cccc4ccccc34)n2CCCn2ccnc2)c1,-3,i,i,i,i,-11,i,i,i,-1,12
CNC(=O)COC(=O)c1cccc(S(=O)(=O)N2CCN(c3ccc(F)cc3)CC2)c1,1,i,i,i,i,-4,i,i,i,0,-1
N#CCCN(Cc1cccnc1)C(=O)Nc1ccccc1,-2,i,i,i,i,-14,i,i,i,7,-2
COc1cccc(CNCCNC(=O)c2nonc2N)c1,0,i,i,i,i,-10,i,i,i,6,0
Cc1cccc(CN2CCc3c(OCC(=O)NCc4ccco4)cccc3C2=O)c1,1,i,i,i,i,-13,i,i,i,-3,-1
Cc1ccc(S(=O)(=O)N2CCC3(CC2)OCCO3)cc1,-2,i,i,i,i,-7,i,i,i,-4,0
C=CCNC(=S)Nc1ccc(Cl)cc1,0,i,i,i,i,-9,i,i,i,-2,-1
Cc1nccn1CCOc1ccccc1Cl,-1,i,i,i,i,-1,i,i,i,-6,-1
CCN(CC)c1nc(-c2ccccc2)nc2c1sc(=S)n2CC,2,i,i,i,i,-10,i,i,i,-12,1
COc1ccc(C(=O)NC(C)CCc2ccccc2)cc1 (configuration not stated),1,i,i,i,i,-2,i,i,i,10,.
N#Cc1cn(-c2ccccc2)nc1C(=O)c1ccccc1,0,i,i,i,i,-7,i,i,i,-4,4
O=C(c1c(F)cccc1Cl)N1CCN(S(=O)(=O)c2ccc3c(c2)OCCCO3)CC1,0,i,i,i,i,-14,i,i,i,-9,0
CCOC(=O)c1ccc(-n2c(CN(CC)CC)nc3ccc([N+](=O)[O-])cc3c2=O)cc1,1,i,i,i,i,-15,i,i,i,22,-3
COc1ccc(NC(=O)c2ccco2)c(OC)c1,4,i,i,i,i,-7,i,i,i,4,-3
Cc1ccc2nc(NC(=O)c3ccc(Cn4cc(Cl)cn4)o3)sc2c1,3,i,i,i,i,-8,i,i,i,21,-1
Cc1ccc(-c2cc(C(=O)N/N=C/c3ccccc3)n[nH]2)o1,-1,i,i,i,i,-8,i,i,i,-6,2
N/C(=N\OC(=O)c1ccc(Cl)c([N+](=O)[O-])c1)c1ccccc1,3,i,i,i,i,-10,i,i,i,-4,0
O=C(N/N=C/c1ccc[nH]1)c1ccccc1[N+](=O)[O-],2,i,i,i,i,0,i,i,i,0,0
Cc1nc2ccc(S(=O)(=O)NC(C(=O)N3CCCC3)C(C)C)cc2s1 (configuration not stated),1,i,i,i,i,1,i,i,i,11,.
COc1ccc(NC(=O)CC2Oc3ccccc3NC2=O)cc1 (configuration not stated),-1,i,i,i,i,-3,i,i,i,-11,-1
COc1ccccc1CCc1nnc(CCC(=O)NC(C)Cc2ccsc2)o1 (configuration not stated),2,i,i,i,i,-7,i,i,i,8,-3
